# ARNT TACC3 PPI: disruptors of ARNT/TACC3 protein interaction, primary screen, biochemical, AlphaScreen, single concentration. inhibition, % at 9.99 µM. AID 623870, 2012. 390,000 compounds, 0.66% hits. AlphaScreen His-ARNT PAS-B/GST-TACC3 binding, luminescence; TACC3 fragment carries E629A point mutation;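 active means mean inhibition of replicates at least 50% and at least half of replicates each reaching 50%; inconclusive means half or more replicates reach 50% but mean below 50%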;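 further: 0% = complete ARNT plus TACC3 wells and 100% = ARNT alone without TACC3; many hits fall short of the cut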
# GSIS activator: GLuc luminescence reporter in INS-1E cells, primary screen for activators of glucose-dependent secretion of insulin | INS-1E GLuc reporter insulin secretion, 2-3 h | activation, % at 16.6 µM | 370,000 compounds, 0.61% hits;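 active means lowest replicate activation of at least 40%, so every replicate reaches that level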;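 further: 0% = median of neutral control wells and 100% = median of IBMX positive control wells; some compounds called inactive have numbers as strong as hits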
# XiGFP reactiv: activators of inactive X chromosome reactivation, primary screen, imaging, XiGFP fibroblasts, GFP high-content imaging, set 2; XiGFP mouse fibroblasts, % GFP-positive cells imaging, 3 d; cells co-treated with 5-aza-dC sensitizer; scaled so ellipticine positive control = 100%; activation, % at 7.58 µM; 360,000 compounds, 0.055% hits; AID 743238, 2013;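 active means mean normalized replicate activation at least 10% and every replicate at or above 10%; inconclusive means only one of the two criteria met; inactive means mean below 10% and not all replicates reach 10%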;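 further: 0% = median of on-plate neutral control wells and 100% = ellipticine 6 µM median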
#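 Schedule: 3 d treatment, 15 min room-temperature fixation; system: 68-5-11 XiGFP fibroblast line; buffer or medium: DMEM plus 5-aza-dC sensitizer; control set: ellipticine 6 µM positive control; compound: one concentration, pinned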
# ERAP1 HTS inh: human ERAP1 aminopeptidase inhibitors, primary screen, biochemical, single point, plate reader; Endoplasmic reticulum aminopeptidase 1 (Homo sapiens), Q9NZ08; recombinant ERAP1, Leu-AMC fluorescence, 60 min; inhibition, % at 10.7 µM; 340,000 compounds, 0.15% hits; AID 652197, 2013;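 active means mean replicate inhibition of at least 30%, or all replicates individually reaching that 30% level; inactive means mean below 30% and not every replicate reaching it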;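 further: 0% = neutral control wells and 100% = L-leucinethiol positive control wells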
# RAD54 inh: inhibitors of human RAD54 branch migration, primary screen, biochemical, fluorescence, single point; DNA repair and recombination protein RAD54-like (Homo sapiens), Q92698; RAD54 Holliday junction branch migration, FAM/BHQ fluorescence; inhibition, % at 10.4 µM; 360,000 compounds, 0.14% hits; AID 602329, 2012;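 active means mean normalized replicate activity at least 40 and at least half of replicates scoring 40 or more; inconclusive means only one of the two criteria met; inactive means mean below 40 and under half of replicates reaching 40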;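 further: 0% = median of neutral control wells and 100% = median of positive control wells; inhibitors cause a drop in the FAM fluorescence signal; in these data hits start at about 50%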
# Target sequence (Q92698 whole entry, looked up): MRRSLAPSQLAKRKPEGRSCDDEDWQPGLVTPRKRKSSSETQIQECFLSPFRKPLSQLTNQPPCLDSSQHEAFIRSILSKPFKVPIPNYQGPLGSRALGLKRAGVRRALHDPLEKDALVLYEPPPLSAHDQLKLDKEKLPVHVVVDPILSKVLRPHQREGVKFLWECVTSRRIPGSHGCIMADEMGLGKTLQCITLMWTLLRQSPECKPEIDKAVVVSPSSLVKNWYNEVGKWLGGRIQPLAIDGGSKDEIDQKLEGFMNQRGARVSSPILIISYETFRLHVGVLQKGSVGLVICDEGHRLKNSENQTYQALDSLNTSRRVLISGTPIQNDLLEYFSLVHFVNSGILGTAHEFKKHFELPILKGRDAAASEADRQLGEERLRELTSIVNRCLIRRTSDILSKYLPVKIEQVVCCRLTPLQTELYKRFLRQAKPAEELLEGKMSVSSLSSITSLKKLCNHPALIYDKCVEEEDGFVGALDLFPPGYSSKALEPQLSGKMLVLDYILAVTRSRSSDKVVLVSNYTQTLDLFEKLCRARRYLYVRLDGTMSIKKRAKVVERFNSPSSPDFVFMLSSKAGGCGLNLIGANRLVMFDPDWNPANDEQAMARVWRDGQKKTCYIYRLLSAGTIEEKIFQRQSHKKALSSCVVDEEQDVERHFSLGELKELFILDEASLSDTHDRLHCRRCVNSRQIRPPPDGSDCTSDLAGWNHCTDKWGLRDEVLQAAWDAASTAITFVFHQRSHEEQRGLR
# F508del corr: F508del CFTR correction, initial screen, CFBE line, single point; CFBE cells, YFP halide quenching; stimulated with forskolin plus potentiator P3; % fluorescence drop versus neutral controls; activity (quench increase), % at 7.58 µM; 350,000 compounds, 0.36% hits; AID 720511, 2013;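 active means mean added fluorescence quench of at least 8% versus neutral control, with both replicates also reaching 8%; inconclusive means only one of the mean or replicate conditions met; inactive means mean below 8% and not both replicates reaching 8%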;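 further: cells transiently co-express mutant CFTR-F508del with the halide-sensitive YFP; corrector assay measuring rescue of mutant channel to the surface after 24 h compound exposure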
# RAD52 anneal inh: RAD52 DNA annealing inhibitors, primary screen, biochemical, FRET, single point, set 2. inhibition, % at 18.7 µM. recombinant RAD52 DNA annealing, FRET fluorescence. DNA repair protein RAD52 homolog (Homo sapiens), P43351. 360,000 compounds, 0.46% hits;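 active means every replicate showing at least 50% inhibition; inconclusive means mean inhibition at least 50% but not in every replicate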
# esBAF inh: Bmi1 luciferase reporter increase in mESCs, primary screen, esBAF inhibitor project, mouse ES cells, Bmi1 luciferase knock-in, single point; 24 h; 100% = twice the neutral-well signal; reporter increase, % at 12.5 µM; 350,000 compounds, 2% hits; in the data active means activation above about 40%; inconclusive means no clear call, values can overlap the other calls;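 further: 0% = median of the plate's neutral control wells and 100% = double that signal; a rise in the Bmi1 reporter signal indicates esBAF inhibition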
# The depositor's hits bear a star; ? = inconclusive; . = not tested or not shown; & = joins results of further samples.
nr	Structure	ARNT TACC3 PPI	GSIS activator	XiGFP reactiv	ERAP1 HTS inh	RAD54 inh	F508del corr	RAD52 anneal inh	esBAF inh
1	CC1CC(=O)NN1C(=O)c1ccccc1 (stereo not given)	2	.	0.1	.	.	0.5	-23	-2
2	CO/N=C/CC(=O)Nc1ccc(F)cc1F	-63	13	.	0	6	-0.8	6	-10
3	Cn1cccc1C(=O)NC1CCCCC1	0	13	0.3	3	9	-3.1	-2	.
4	O=c1nc(Nc2cccc(Cl)c2)oc2cc(Cl)oc(=O)c12	-5	-9	0.0	0	-4	-2.8	-54	3
5	C=CCOc1c(Br)cc(CNCCCN2CCOCC2)cc1OC	16	0	0.3	.	-6	-5.0	-3	-10
6	Cc1cc(C)nc(NC(=O)NS(=O)(=O)N2CCCCCC2)n1	-5	17	.	.	5	.	.	-9
7	CC(=O)N(C)C[C@H]1Oc2ncc(C#CC(C)(C)O)cc2C(=O)N([C@@H](C)CO)C[C@@H]1C	-7	11	-0.9	2	2	1.0	21	4
8	Cc1ccc(S(=O)(=O)c2nc(S(=O)(=O)c3ccc(C)cc3)c(NCc3ccco3)s2)cc1	-3	6	.	-4	.	1.5	-23	.
9	COc1ccc(S(=O)(=O)N(C)C[C@H]2OCCCC[C@@H](C)Oc3ccc(NC(=O)Nc4ccc5c(c4)OCO5)cc3C(=O)N([C@@H](C)CO)C[C@@H]2C)cc1	22	-10	0.0	-3	14	0.3	-13	-2
10	O=C(c1ccc(CN2CCOCC2)cc1)N1CCN(c2ccccc2)CC1	-1	-4	.	-3	-7	-1.0	-7	8
11	CC(C)(O)C#Cc1cccc(-c2nc(C(=O)N[C@@H]3CCN(Cc4ccccc4)C3)cc3c2[C@H](CCO)N(S(=O)C(C)(C)C)C3)c1 (stereo not given in full)	.	-21	0.0	-2	.	0.5	-2	.
12	COc1ccc2c3c([nH]c2c1)[C@H](CO)N(C(=O)Cc1ccccc1)CC31CN(C(=O)Nc2ccccc2F)C1	.	-13	0.3	0	.	-1.1	17	.
13	CC(C)c1ccc(C(C(C(=O)c2ccccc2)N2CCOCC2)N2CCOCC2)cc1 (stereo not given)	2	-18	0.1	0	-6	-0.1	-23	46*
14	CC(C)(C)c1ccc(C(=O)N2CCOC23CCCCC3)cc1	.	10	-0.1	-1	.	0.0	-5	.
15	COc1ccc(NC(=O)N2C[C@@H]3N[C@H](C2)C3c2ccc(-c3cccc(F)c3)cc2)cc1 (stereo not given in full)	.	-6	0.1	-3	.	0.9	-6	.
16	Cc1cccc(-n2c(SCC(=O)O)nc3sc4c(c3c2=O)CCCC4)c1	-7	-4	-0.1	-2	-17	-2.3	4	.
17	COc1ccc(NC(=O)N(C)C[C@@H]2OCCCC[C@@H](C)Oc3ccc(NS(=O)(=O)c4ccc(F)cc4)cc3C(=O)N([C@@H](C)CO)C[C@H]2C)cc1	2	-10	0.1	1	-1	2.2	-2	3
18	CCOc1ccccc1C(=O)NC(C(=O)OCn1nnc2ccccc2c1=O)C(C)C (stereo not given)	.	-6	0.0	-1	3	-0.1	-11	4
19	Cc1[nH]c2ccccc2c1CCN(Cc1cccs1)C(=S)NC(C)(C)C	-1	.	0.0	2	2	-4.2	3	-8
20	CCS(=O)(=O)N(CC(=O)Nc1cccc2ccccc12)c1ccc(OC)cc1	.	-6	0.0	0	3	-5.1	-4	2
21	C[C@H]1CN([C@@H](C)CO)C(=O)c2cc(NC(=O)CCC(F)(F)F)ccc2O[C@H]1CN(C)C(=O)Nc1ccc(F)cc1	1	-3	-0.6	-2	2	-1.0	9	-1
22	C=CCNc1nc(Cl)nc(Nc2ccc([N+](=O)[O-])cc2)n1	-1	4	0.1	-2	.	0.7	-1	.
23	COc1ccc(NC(=O)N[C@H]2CC[C@@H](CCn3cc(-c4ccccn4)nn3)O[C@@H]2CO)cc1	95*	-1	-0.3	-1	1	1.5	-5	-1
24	Cc1ccccc1OCC(O)CNC1CCC(NCC(O)COc2ccccc2C)CC1 (stereo not given)	19	74	-0.1	0	22	-4.6	-15	-49
25	O=C(CN(c1ccccc1Cl)S(=O)(=O)c1ccccc1)NC1CC2CCC1C2 (stereo not given)	.	-20	-0.1	-1	.	1.7	-7	.
26	COc1ccccc1N(CCC#N)C(=O)CSc1nc(-c2ccccc2)cn1N	-3	-13	.	.	4	.	.	7
27	COc1cc2ccccc2cc1C(=O)NC(=S)Nc1ccc(C(=O)O)cc1	-1	-1	0.2	-1	-1	-1.5	-4	-6
28	O=C(COC(=O)Cc1ccc(Br)cc1)NCc1ccccc1	.	7	0.3	0	2	-0.6	-13	-5
29	CCOC(=O)c1c(NC(=O)c2c(Br)cnn2C)c(C#N)nn1-c1ccccc1	2	17	.	-6	-4	5.7	-8	5
30	COc1ccc(NC(=O)Nc2cccc3c2O[C@@H](CN(C)S(=O)(=O)c2cn(C)cn2)[C@@H](C)CN([C@H](C)CO)C3=O)cc1	-2&4	-3&3	-0.9&0.0	2&-5	9&-3	-2.9&2.4	18&-17	1&21
31	COC(=O)c1cccc(-n2c(C)cc(/C=C3\SC(=O)NC3=O)c2C)c1	.	-52	0.1	-1	0	-0.2	-19	45*
32	Cn1c(=O)[nH]c(N)c(Br)c1=O	-1	5	-0.1	1	4	1.2	-10	-3
33	CCOC(=O)[C@]12CCCC=C1N(Cc1ccc(Cl)cc1Cl)C(=O)[C@H](CC(=O)N1CCOCC1)C2	.	-3	0.0	2	.	1.3	4	.
34	C[C@@H]1CN([C@@H](C)CO)C(=O)c2cccc(N(C)C)c2O[C@H]1CN(C)S(C)(=O)=O	18	13	-0.1	0	5	-2.1	7	-1
35	CC(C)NC(=S)N(CCc1ccncc1)C(C)C	0	22	-0.1	-2	7	-1.4	-7	-2
36	Cc1cccc(C)c1NC(=O)CNC(=O)C1CC(=O)N(Cc2ccccc2)C1 (stereo not given)	-3	0	0.2	-1	7	-2.6	-11	.
37	O=C(NCCCN1CCOCC1)[C@H]1[C@H](CO)[C@H]2Cn3c(cccc3=O)[C@@H]1N2C(=O)C1CCCCC1	.	11	0.0	-1	.	-0.8	-7	.
38	CCN(Cc1ccccc1)C(=O)COC(=O)c1c(C)nsc1NC	7	-7	0.5	0	6	2.0	-9	12
39	Cc1ccc2sc(NNC(=O)C3=COCCO3)nc2c1C	11	16	0.0	0	.	-1.4	-16	.
40	CCn1c(SCCC#N)nnc1-c1ccncc1	2	1	.	1	.	-1.6	1	.
41	CCOC(=O)N1CCN(Cc2nc3cc(NC(C)=O)ccc3n2C)CC1	-2	11	0.0	0	-2	2.5	-11	-5
42	Cc1nn(-c2ccc(Cl)cn2)c2c1C(=O)CC(C)(C)C2Br (stereo not given)	2	.	-0.1	-4	-8	-0.6	-7	-8
43	CCCc1cc(=O)oc2cc(C)cc(OCC(=O)N3CCC(C(N)=O)CC3)c12	1	.	.	-1	-5	-1.4	-7	2
44	CCOc1ccccc1NC(=O)Nc1ccsc1C(=O)OC	-3	-11	0.0	2	-8	0.2	8	-4
45	O=C(Nc1nncs1)c1cc(-c2ccncc2)nc2ccc(Cl)cc12	-2	6	-0.1	-2	-1	0.2	-15	-3
46	CN(CC(=O)NCc1ccc(F)cc1)S(=O)(=O)c1ccc2c(c1)c(=O)n(C)c(=O)n2C	0	-3	-0.1	0	6	0.0	-8	9
47	CS(=O)(=O)N1[C@@H]2Cn3c(ccc(C4=CCCCC4)c3=O)[C@H]1[C@@H](C(=O)N1CCOCC1)[C@@H]2CO	5	-1	0.5	3	?	0.4	1	-8
48	O=C(C[C@@H]1CC[C@H]2[C@@H](COC[C@@H](O)CN2S(=O)(=O)c2cccc(F)c2)O1)Nc1ccccc1	-14	4	-0.1	.	-12	0.4	.	4
49	CN(CCC1CCOCC1)C(=O)CC1C(=O)NCCN1Cc1c(F)cccc1Cl (stereo not given)	-14	7	0.0	-2	-2	-0.8	-28	-7
50	CC(C)Nc1nc(NC(C)C)nc(Oc2ccc(=O)n(C)n2)n1	-1	-1	-0.1	1	.	1.2	-17	.
51	CC1CCN(C(=O)c2[nH]cnc2C(=O)N[C@H](C)c2ccccc2)CC1	5	-4	0.3	0	2	1.3	-18	-1
52	CO[C@H]1CN(C)C(=O)c2cc(NS(=O)(=O)c3cccc(F)c3)ccc2OC[C@H](C)N(C(=O)Cc2cccnc2)C[C@H]1C	-2	15	0.4	-1	10	1.4	1	1
53	O=C(NCCCNC(=O)c1c(F)cccc1F)c1c(F)cccc1F	-4	3	0.1	1	-7	.	-2	-1
54	COc1cc(/C=N/NC(=O)C2=NNC(=O)C2C)ccc1O (stereo not given)	2	3	.	.	.	-3.0	-13	0
55	CCOC(=O)C1(C)CCN1C(=O)c1ccc(C)cc1 (stereo not given)	.	4	0.0	3	-6	1.0	7	8
56	COc1cccc(NC(=O)Cc2nc(-c3ccccc3)sc2-c2ccc(C)cc2)c1	.	-2	-0.1	0	-6	.	-53	4
57	Cc1ccc(OCc2cc(C(=O)NCCn3cccn3)no2)cc1C	0	-6	0.2	-9	-7	0.1	-18	13
58	COC(=O)/C(=C/c1ccco1)NC(=O)c1ccccc1	5	-4	-0.1	4	.	.	-14	.
59	CO[C@H]1CN(C)C(=O)c2cc(NS(=O)(=O)c3cn(C)cn3)ccc2OC[C@H](C)N(CCC(F)(F)F)C[C@H]1C	-2	-2	0.2	6	-9	4.5	2	2
60	COc1ccc(CNC(=O)C2CC(c3ccccc3[N+](=O)[O-])=NO2)cc1 (stereo not given)	.	11	-0.1	-4	-3	2.6	-6	3

# Next part
nr	Structure	ARNT TACC3 PPI	GSIS activator	XiGFP reactiv	ERAP1 HTS inh	RAD54 inh	F508del corr	RAD52 anneal inh	esBAF inh
61	COCCCNC(=O)Cn1cnc(C(=O)Nc2ccc(C)c(C)c2)n1	0	12	-0.1	1	-4	-1.9	-8	11
62	CCC(C)c1ccc(O)c(NC(=S)NC(=O)c2cccs2)c1 (stereo not given)	.	-33	0.1	0	.	2.2	-9	.
63	COc1ccc(-c2nc(CS(=O)CC(=O)NCC3CCCO3)c(C)o2)cc1 (stereo not given)	-31	.	0.1	-1	6	3.7	5	1
64	COc1ccc(NC(=O)C2CCCN(S(=O)(=O)c3ccc4[nH]c(=O)ccc4c3)C2)cc1OC (stereo not given)	-1	7	0.7	-1	-2	3.7	-2	2
65	O=C(CSc1ccccc1)NN1C(=O)c2ccccc2C1=O	1	-5	0.0	-4	.	-0.2	-30	.
66	Cc1ccc(S(=O)(=O)Nc2ccc3c(c2)C(=O)N([C@H](C)CO)C[C@H](C)[C@H](CN(C)S(=O)(=O)c2ccc(C)cc2)O3)cc1	-13	-11	0.4	3	-7	-4.6	19	0

# Compound activity as filed in PubChem.
